Screening data: PubChem, Sanford-Burnham Center for Chemical Genomics
CXCR6 block – blocks human CXCR6 beta-arrestin recruitment. O00574. CHO-K1 PathHunter CXCR6 beta-arrestin, luminescence. inhibition, % at 20 µM. actives 0.36% (n = 360,000). AID 602244; in the data active = inhibition above about 34%, passing the limit was not always enough;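 note: antagonist mode with CXCL16 agonist at 10 nM final; 0% = 10 nM CXCL16 with DMSO and 100% = unstimulated wells without agonist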
EBI2 block – EBI2 (human) antagonism. P32249. EBI2 beta-arrestin recruitment, luminescence, 7a,25-OHC stimulated. inhibition, % at 5 µM. actives 0.81% (n = 360,000). AID 651636; in the data active = inhibition above about 38%;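 note: enzyme fragment complementation signal reports receptor beta-arrestin coupling in cells; 0% = agonist plus DMSO wells and 100% = wells without agonist; some results beyond the cut were filed as inactive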
APJ antag – APJ receptor antagonism; P35414; inhibition, % at 20 µM; CHO-K1 APJ beta-arrestin complementation, luminescence; actives 0.32% (n = 330,000);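 active = inhibition above about 40% at 20 µM, limit read from the data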;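 note: cells challenged with 10 nM apelin-13 agonist together with compound; plate controls were apelin-13 plus DMSO wells for no effect and DMSO wells lacking apelin-13 for full effect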
tim23-1 inh – growth inhibitors of tim23-1 mutant yeast; S. cerevisiae tim23-1 growth, BacTiter-Glo luminescence, 24 h; inhibition, % at 20 µM; actives 1.3% (n = 330,000); AID 463212;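 active = growth inhibition of the mutant yeast at or above 50%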;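 note: temperature-sensitive mutant grown at 25 °C; plate controls were DMSO-treated mutant yeast for no effect and medium wells lacking yeast for full effect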
CCR6 antag – blocks CCL20-driven beta-arrestin recruitment at human CCR6 | P51684 | CHO-K1 CCR6 PathHunter beta-arrestin, luminescence, CCL20-stimulated | inhibition, % at 20 µM | actives 0.49% (n = 340,000) | AID 493098;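 active = compounds whose inhibition of the agonist-driven luminescence signal at 20 µM reaches about 50%, limit read from the data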;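 note: cells stimulated with CCL20 at 14 nM final; plate controls were DMSO with CCL20 for no effect and DMSO without agonist for full effect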
APJ agonist – agonists of human APJ apelin receptor; P35414; CHO-K1 APJ PathHunter beta-arrestin, luminescence; 0% DMSO wells, 100% apelin; activation, % at 20 µM; actives 0.11% (n = 330,000);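 active = activation more than six SD over the plate average, tested at 20 µM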;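 note: 0% = DMSO alone and 100% = apelin-13 at 10 nM; some results filed as inactive read as strong as hits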
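Test system – PathHunter CHO-K1 APJ (AGTRL-1) beta-arrestin reporter cells · Input – 1000 cells/well · Compound – single test compound dose, 20 µM final, 1% DMSO · Times – compound stimulation 90 min at 25 °C, detection 60 min · Technique – beta-gal luminescence · Read-out basis – APJ–arrestin association signal · Control set – negative DMSO alone, positive Apelin-13 at 10 nM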
UPR CHOP act – activators of apoptotic arm of unfolded protein response (CHOP); activation, % at 10 µM; actives 0.34% (n = 330,000); CHO-CHOP luciferase reporter, UPR activation, luminescence; percent of tunicamycin response over DMSO baseline; AID 449763;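 active = at 10 µM dose, activation of 40% or more, normalized to positive control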;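 note: 100% = tunicamycin at 10 µg/mL and 0% = DMSO alone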
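System: CHO CHOP reporter cells. Amount: 500 cells per well. Buffer or medium: F12 medium, 10% FBS. Compound dosing: one dose, 10 µM in 0.5% DMSO. Incubation: 6 h compound exposure at 37 °C after overnight seeding. Technique: Steady-Glo luciferase luminescence. Benchmarks: tunicamycin and DMSO controls.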
Mdm2-MdmX inh – disrupts the human Mdm2-MdmX interaction; inhibition, % at 8 µM; SaOS-2 split-luciferase Mdm2/MdmX complementation, luminescence; AID 485346; actives 3% (n = 330,000);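 active = inhibition of at least 50% at 8 µM in the primary screen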
Target sequence (O15151 whole entry, looked up): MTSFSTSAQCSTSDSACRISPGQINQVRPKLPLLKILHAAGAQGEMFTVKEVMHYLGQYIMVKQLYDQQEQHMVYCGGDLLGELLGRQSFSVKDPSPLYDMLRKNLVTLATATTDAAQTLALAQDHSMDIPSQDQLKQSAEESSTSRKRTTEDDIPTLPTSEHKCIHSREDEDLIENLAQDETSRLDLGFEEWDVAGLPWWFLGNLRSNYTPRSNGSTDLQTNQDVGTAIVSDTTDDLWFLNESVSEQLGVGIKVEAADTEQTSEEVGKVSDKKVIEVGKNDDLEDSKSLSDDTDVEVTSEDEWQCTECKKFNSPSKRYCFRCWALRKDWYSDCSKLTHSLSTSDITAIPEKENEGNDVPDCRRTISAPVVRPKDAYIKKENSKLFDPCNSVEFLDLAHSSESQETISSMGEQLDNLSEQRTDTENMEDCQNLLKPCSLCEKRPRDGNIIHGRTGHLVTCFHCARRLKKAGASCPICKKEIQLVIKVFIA
Target sequence (Q00987 whole entry, looked up): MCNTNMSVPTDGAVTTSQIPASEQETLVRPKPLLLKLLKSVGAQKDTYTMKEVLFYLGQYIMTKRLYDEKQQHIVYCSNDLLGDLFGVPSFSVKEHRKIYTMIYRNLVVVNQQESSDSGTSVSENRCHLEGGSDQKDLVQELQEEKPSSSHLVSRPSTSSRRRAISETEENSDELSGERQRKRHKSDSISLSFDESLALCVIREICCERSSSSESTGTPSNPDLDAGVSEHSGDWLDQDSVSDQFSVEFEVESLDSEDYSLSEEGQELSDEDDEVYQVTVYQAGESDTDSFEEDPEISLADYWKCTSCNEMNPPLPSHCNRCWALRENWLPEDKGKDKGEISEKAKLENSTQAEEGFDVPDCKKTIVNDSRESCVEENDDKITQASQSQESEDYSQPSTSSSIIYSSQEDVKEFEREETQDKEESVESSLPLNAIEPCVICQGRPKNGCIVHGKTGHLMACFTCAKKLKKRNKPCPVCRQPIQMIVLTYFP
UPR XBP1 act – activators of adaptive arm of unfolded protein response (XBP1) | activation, % at 20 µM | CHO-XBP1 luciferase reporter, IRE1-XBP1 UPR activation, luminescence; percent of tunicamycin response, DMSO as zero | actives 0.33% (n = 330,000);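 active = versus positive control, 20 µM dose yields 30% or more activation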;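 note: 100% = tunicamycin at 10 µg/mL and 0% = DMSO only wells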
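Material: CHO cell line with stable XBP1 luciferase reporter; schedule: 16-18 h cell attachment at 37 °C, then 6 h compound exposure; signal: glow luminescence from Steady-Glo reagent; medium: serum-containing F12 medium, 10% FBS; benchmarks: tunicamycin 10 µg/mL and vehicle-only wells; read-out: percent activation relative to tunicamycin reference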
An asterisk follows results filed as active. Only part of the results is shown, so the mix of outcomes need not match the whole.

SMILES	CXCR6 block	EBI2 block	APJ antag	tim23-1 inh	CCR6 antag	APJ agonist	UPR CHOP act	Mdm2-MdmX inh	UPR XBP1 act
CCn1c(CNC(=O)COc2ccc(C(C)C)cc2)nnc1SCC(=O)Nc1ccccc1C(C)C	-0.2	1.1	-6.8	16.4	5.0	5.0	2.6	-4.7	-3.2
COc1ccc(CCNS(=O)(=O)c2cn(C)nc2C)cc1	0.3	9.9	-24.2	9.8	-2.1	4.8	2.7	-3.7	-1.5
COCC(=O)Oc1c(S(=O)(=O)c2ccccc2)c(C)nn1C(C)(C)C	2.2	-3.8	-29.7	29.8	-4.2	-1.3	1.3	11.8	0.5
O=C(CSCc1ccc(Cl)cc1)NN=C1CCCC1	0.4	-10.2	17.0	15.0	9.0	-2.2	0.5	-19.5	1.6
Cc1ccc(NC(=O)COC(=O)CNC(=O)c2ccc3ccccc3c2)c([N+](=O)[O-])c1	-2.8	3.1	-27.8	29.6	20.1	-1.4	-1.3	-4.0	1.1
Cc1ccc(S(=O)(=O)N(C)C)cc1NC(=O)COC(=O)Cc1n[nH]c(=O)c2ccccc12	-4.5	1.3	-13.5	11.9	-14.1	-3.2	1.1	2.9	-3.2
COc1ccccc1NC(=S)NC12CN3CN(CN(C3)C1)C2	-5.2	-7.2	11.9	8.6	-3.7	-2.9	-0.6	14.2	-4.2
C#CC(CC)(CC)NC(=O)NC1CCCCC1	-9.3	4.9	4.8	11.2	4.4	-2.2	-0.3	-15.4	-2.8
CCOC(=O)C1=C(COC(=O)c2cccs2)NC(=O)NC1C (configuration not stated)	9.2	0.2	14.8	-6.2	-0.2	4.8	-0.4	6.6	-1.7
COC(=O)Cc1cc(=O)oc2cc(O)ccc12	-4.4	-12.5	-8.8	5.2	1.3	0.2	0.8	16.2	-1.1
O=C(COc1ncnc2ccccc12)NCCC1=CCCCC1	-1.9	-8.6	0.7	2.0	8.2	-3.2	-5.9	19.4	1.8
Cc1ccc2nc(NC(=O)C3CCN(S(=O)(=O)c4cc([N+](=O)[O-])ccc4Cl)CC3)sc2c1	-4.6	41.9	-38.1	-30.0	7.8	5.9	8.8	66.7*	4.2
Cc1cccc(C)c1NC(=O)CN(C)C(=O)CCC(=O)c1ccccc1	-4.1	-1.9	-7.6	15.0	3.7	1.1	0.7	-9.0	-0.7
CC(C)(C)C(=O)Nc1nc(=S)ss1	3.9	2.9	8.1	-5.8	10.8	-2.7	-1.6	14.6	-0.3
CC(=O)C[C@H](O)CC(=O)[C@@H]1OC(=O)CCCCCc2ccccc21	5.4	-8.6	0.3	14.8	1.2	-3.4	0.6	15.7	0.0
C=C1c2cc(C)c(C)cc2NC(=O)N1c1ccccc1	10.5	3.8	4.0	4.8	19.0	-5.3	2.1	19.3	-1.0
C/C=C(\C)C(=O)Nc1cccc(C2=NOC3(C2)C[C@@H](C(N)=O)N(C(=O)c2ccccc2C(=O)c2ccccc2)C3)c1 (some centres not stated)	-9.4	-18.3	-4.5	-3.7	5.0	11.4	-0.6	-30.6	4.5
O=S(=O)(c1cccs1)N1CCN(c2ccc(Cl)cc2)CC1	-0.6	2.8	-39.1	25.3	2.6	2.1	0.9	6.0	2.0
COc1cccc(CNC(=O)c2cc3ccccn3n2)c1	-7.1	-2.6	-2.4	2.4	2.1	-1.5	2.6	1.5	0.2
COc1ccc(/C(O)=C2\C(=O)C(=O)N(c3cc(C)on3)C2c2ccccc2OC)cc1C (configuration not stated)	6.5	2.0	13.7	-3.9	11.7	-3.2	-0.7	16.9	-3.5

Pulled by structure from the list above, two records:
SMILES	CXCR6 block	EBI2 block	APJ antag	tim23-1 inh	CCR6 antag	APJ agonist	UPR CHOP act	Mdm2-MdmX inh	UPR XBP1 act
O=S(=O)(c1cccs1)N1CCN(c2ccc(Cl)cc2)CC1	-0.6	2.8	-39.1	25.3	2.6	2.1	0.9	6.0	2.0
COC(=O)Cc1cc(=O)oc2cc(O)ccc12	-4.4	-12.5	-8.8	5.2	1.3	0.2	0.8	16.2	-1.1

(next part)
SMILES	CXCR6 block	EBI2 block	APJ antag	tim23-1 inh	CCR6 antag	APJ agonist	UPR CHOP act	Mdm2-MdmX inh	UPR XBP1 act
Cc1cccc2cc(C#N)c(NCCNC(=O)NC3CCCCC3)nc12	-2.8	6.0	7.9	-0.2	6.9	6.5	0.8	12.6	0.2
CCC(NC(=O)Nc1cc(C)on1)(C(F)(F)F)C(F)(F)F	4.6	-10.4	3.9	7.2	1.5	-0.5	0.7	-14.5	-0.2
COCC(=O)c1[nH]c2ccccc2c1C	-3.8	-0.2	-6.8	40.5	6.7	-2.8	-1.1	3.4	0.0
Cc1cccc(OCC(=O)Nc2cccc(O)c2)c1	-8.3	-3.2	-8.5	25.4	-2.4	-2.0	-0.7	-10.2	6.2
CC(C)CC(=O)Nc1ccc(C(=O)NNC(=S)NC(=O)C2CCCCC2)cc1	28.7	1.0	28.7	21.6	33.5	-6.6	-1.4	47.5	3.4
Cc1ccc(S(=O)(=O)NC(CC(=O)O)c2ccccc2)c(C)c1 (configuration not stated)	2.6	-13.7	22.0	0.0	4.1	-0.2	0.8	-6.4	-1.1
O=C(Nc1cccc(Cl)c1)c1cncn1-c1ccc(F)cc1	-2.0	-0.4	31.3	21.6	10.8	-3.1	-0.4	15.8	-4.4
CC(=O)N1CCN(C(=O)c2cc(-c3ccc(C)o3)nc3ccccc23)CC1	-1.6	-2.5	20.5	14.9	0.3	-6.9	4.5	4.4	0.3
O=Cc1cccn1-c1nccc(-c2ccco2)n1	-0.9	-5.8	8.2	30.7	-1.4	0.2	0.5	7.6	0.5
Cc1ccc(Oc2nnc(-c3ccccc3)c3ccccc23)cc1	9.2	-4.5	13.4	40.6	9.7	-5.8	1.9	14.4	-0.9
CCN(CC(=O)Nc1c(F)cccc1F)C(=O)c1ccc(-n2cncn2)c([N+](=O)[O-])c1	-9.4	-4.3	-2.8	1.3	0.8	0.8	1.0	-8.2	-0.8
CC(C)CC(=O)Nc1ccc(C(=O)COC(=O)C2=COCCO2)cc1	-3.3	2.1	17.4	5.1	0.2	-2.4	2.2	6.6	1.1
CC(=O)Nc1ccc(S(=O)(=O)N2CCN(Cc3cccc([N+](=O)[O-])c3)CC2)cc1	-4.1	-7.5	6.5	6.2	-7.2	-2.4	0.8	15.4	-2.6
O=C1C=CC(O)(c2cc(=O)c3c(O)cc(O)cc3o2)C=C1	-6.5	14.2	5.4	7.9	24.3	-6.2	-8.0	99.3*	-4.8
O=C(COC(=O)c1cccs1)c1ccc2ccccc2c1	-3.5	1.7	6.1	14.8	15.2	-2.9	1.5	-16.9	0.0
CCc1n(CC(O)COCC2CC=CCC2)c2ccccc2[n+]1C (configuration not stated)	-2.5	0.9	-12.0	17.0	8.3	-0.5	0.9	-0.2	-1.0
Cn1c(O)c(N=Nc2ccccc2[N+](=O)[O-])c2ccccc21	2.9	0.0	8.7	12.0	10.8	-5.3	4.7	7.6	0.6
S=c1nc[nH]c2c1sc1nc(N3CCOCC3)c3c(c12)CCCC3	11.7	5.2	-6.2	35.6	-5.7	-0.5	-1.3	15.6	7.5
COc1ccc(C(c2c(NC(C)=O)sc3c2CCCC3)N2CCN(CCO)CC2)cc1OC (configuration not stated)	2.0	3.2	19.7	7.0	7.7	-1.6	-1.6	1.8	3.1
COc1ccc(C2=NOC(Cn3nc(-c4ccccc4)cc3C(=O)NCc3ccccc3OC)C2)cc1 (configuration not stated)	0.5	6.0	-1.5	21.9	-2.3	0.4	0.4	-39.9	1.8
CCCN(CCC)c1nc(-c2ccccn2)nc2ccccc12	36.8	-2.9	41.2*	-20.8	34.7	-10.0	69.2*	83.1*	7.1
COc1ccc(CCNC(=O)CSc2ccccc2)cc1OC	8.1	-6.5	15.4	-2.8	-10.2	-0.1	-1.7	0.4	0.6
O=C(CSc1nncs1)Nc1ccc(S(=O)(=O)N2CCCC2)cc1	2.5	0.4	-12.3	8.6	9.7	-2.5	0.2	-20.6	-0.3
Cc1ccccc1NC(=O)NC1(C(=O)N2CCC(C(N)=O)CC2)CCCCC1	-3.1	-0.4	-3.1	1.5	12.1	1.4	1.7	1.4	1.3
Cc1ccc(NC(=S)N/N=C2\CC3CC=CC23)c(C)c1 (configuration not stated)	-8.1	1.0	-9.3	2.2	1.8	-4.0	-1.1	-19.1	2.3
Cc1cc(C)nc(NC(=O)C2c3ccccc3Oc3ccccc32)n1	-2.9	1.6	-1.6	8.1	3.4	-1.9	-1.3	0.2	-4.1
CC(C)(C)NC(=O)Cn1nnc(-c2ccc(S(C)(=O)=O)cc2)n1	-0.5	-6.9	-13.3	9.4	1.3	-5.6	-1.4	4.6	0.3
CCN1C(=O)N(C)C(N(O)C(=O)NC)C1(C)C (configuration not stated)	-0.2	-5.7	7.6	-10.8	-13.1	-1.9	-0.8	1.9	-0.8
CN(C)S(=O)(=O)c1cc(NC(=O)CN2CCN(c3ccccc3F)CC2)ccc1Cl	3.1	3.1	12.8	1.8	8.0	-2.7	0.4	8.6	-1.7
O=C(Cc1ccccc1F)Nc1cc(S(=O)(=O)N2CCCC2)ccc1Cl	5.0	-3.9	0.3	5.0	13.8	-2.7	2.0	9.9	-0.6
CCN(CC)CCOC(=O)c1cc(Cl)c(N)cc1OC	-2.1	-0.2	-8.7	-20.0	-7.7	-1.4	-2.5	12.4	-4.7
Cc1ccn2cc(C(=O)NCc3ccco3)nc2c1	23.5	-6.0	2.7	12.3	8.5	-1.1	0.2	18.9	-2.1
COCCN(Cc1cc2ccc(C)cc2[nH]c1=O)S(=O)(=O)c1ccccc1	2.7	8.5	-0.5	28.1	5.8	-0.5	-0.2	-13.4	-0.5
CCOc1ccccc1/C=C/c1nc2ccccc2[nH]c1=O	2.8	3.4	-17.3	19.7	10.8	-0.2	3.4	-4.9	3.0
O=C(CCC1CCCN(C(=O)c2ccc(F)c(F)c2)C1)N1CCN(c2ccccn2)CC1 (configuration not stated)	-4.1	8.5	-31.8	-2.8	5.3	-4.2	0.2	3.3	-3.1
O=C(O)c1ccccc1C(=O)NCc1c(Cl)cccc1Sc1ccc(Cl)cc1	11.7	-1.7	-13.4	16.9	3.6	-2.1	-0.2	-2.5	-3.9
Cc1cccc(-c2n[nH]c(=S)n2-c2ccccc2)c1[N+](=O)[O-]	2.0	4.2	0.1	18.0	29.3	-1.0	1.1	-24.0	2.6
CCOC(=O)c1c(C)nc2sc3c(=O)n(-c4ccc(C(C)=O)cc4)cnc3c2c1-c1ccc(Cl)cc1	7.3	16.5	-11.7	13.9	2.2	-4.0	-1.2	15.6	11.0
COCCCn1c(SCC(=O)NC2CCCCC2)nnc1-c1ccncc1	-3.2	-2.5	-3.1	11.5	6.7	-2.9	0.7	0.6	-0.3
O=C1CCCCC/C1=N/Nc1ccc(OCc2ccccc2)cc1	6.0	18.6	15.9	-13.4	28.7	0.9	3.6	-3.4	2.3
